High-throughput results from PubChem.
PREPL inh: human PREPL enzyme inhibition; Q4J6C6; recombinant PREPL, fluorescence polarization activity-based probe; inhibition, % at 5.96 µM; 0.68% of 320,000 active; AID 2751; in the data active means inhibition above about 43%;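 further: 0% = enzyme with DMSO and 100% = wells lacking enzyme; many of its hits are not listed in these tables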
PAD4 inh: PAD4 (human) enzyme inhibition. inhibition, % at 6.36 µM. recombinant PAD4, RCA probe fluorescence polarization. Q9UM07. AID 485272. 0.41% of 330,000 active;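 active means percent inhibition above a cutoff equal to the mean of all tested compounds plus 3 SD, cut at about 15% in these data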;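 further: 0% = PAD4 with RCA probe and DMSO and 100% = probe without PAD4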
PAFAH2 inh: PAFAH2 (human) inhibition; Q99487; recombinant PAFAH2, FP-rhodamine activity probe, fluorescence polarization; inhibition, % at 3.39 µM; 0.99% of 340,000 active; AID 492956;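 active means inhibition above the mean over all tested compounds plus 3 SD, cut at about 30% in these data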;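 further: inhibitors block probe labeling of enzyme so polarization drops; 0% = enzyme with DMSO and 100% = wells lacking PAFAH2 protein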
PAFAH1B3 FP inh: PAFAH1B3 (human) inhibition | AID 492972 | recombinant PAFAH1B3, FP-rhodamine probe, fluorescence polarization | 0.28% of 340,000 active | Q15102 | inhibition, % at 3.39 µM;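 active means inhibition above the screen-wide average of all tested compounds plus 3 SD, cut at about 25% in these data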;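 further: 0% = enzyme with DMSO only and 100% = wells lacking PAFAH1B3 protein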
Target sequence (Q15102 whole entry, looked up): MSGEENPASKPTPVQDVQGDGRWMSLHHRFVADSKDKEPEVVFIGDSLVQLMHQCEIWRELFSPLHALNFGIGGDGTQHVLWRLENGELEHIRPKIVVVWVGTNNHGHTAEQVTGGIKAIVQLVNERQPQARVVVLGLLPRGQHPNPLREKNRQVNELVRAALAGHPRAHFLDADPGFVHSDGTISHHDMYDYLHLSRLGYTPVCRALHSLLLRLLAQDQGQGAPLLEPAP
LYPLA1 inh: LYPLA1 (human) inhibition in PME1 counter-screen; O75608; recombinant LYPLA1, FP-Rh probe fluorescence polarization; inhibition, % at 5.9 µM; 0.16% of 320,000 active; AID 2174;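 active means inhibition above the mean of all tested compounds plus 3 SD, set per campaign, cut at about 14% in these data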;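 further: inhibitors block serine hydrolase probe labeling of LYPLA1 so polarization falls; 0% = enzyme with DMSO and 100% = wells lacking LYPLA1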
ZTA counter: ZTA (EBV) inhibition in EBNA-1 counter-screen; ZTA-DNA binding, fluorescence polarization; P03206; 0.15% of 320,000 active; inhibition, % at 11 µM; in the data active means inhibition above about 33%
Target sequence (P03206 whole entry, looked up): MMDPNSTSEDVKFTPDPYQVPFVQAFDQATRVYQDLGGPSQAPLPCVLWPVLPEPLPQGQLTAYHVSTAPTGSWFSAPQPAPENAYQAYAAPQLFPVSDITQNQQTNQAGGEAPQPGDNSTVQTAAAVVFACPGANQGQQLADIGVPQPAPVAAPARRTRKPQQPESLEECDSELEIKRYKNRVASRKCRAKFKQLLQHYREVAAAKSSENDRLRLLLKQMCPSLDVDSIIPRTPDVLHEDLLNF
GSTO1 inh: counter-screen for RBBP9 inhibitors: inhibitors of human GSTO1 | recombinant GSTO1, activity-based probe fluorescence polarization | 1.1% of 300,000 active | inhibition, % at 5.96 µM | AID 1974;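 active means inhibition above the campaign mean inhibition plus 3 SD, cut at about 35% in these data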;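 further: 0% = GSTO1-1 with DMSO and 100% = wells lacking GSTO1-1 enzyme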
Target sequence (P78417 whole entry, looked up): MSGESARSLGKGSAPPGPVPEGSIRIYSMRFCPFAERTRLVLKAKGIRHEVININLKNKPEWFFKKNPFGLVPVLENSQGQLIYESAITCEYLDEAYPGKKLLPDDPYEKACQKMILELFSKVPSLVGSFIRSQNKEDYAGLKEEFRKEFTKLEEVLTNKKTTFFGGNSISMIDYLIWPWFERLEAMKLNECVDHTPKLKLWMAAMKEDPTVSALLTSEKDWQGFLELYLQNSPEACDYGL
LYPLA2 counter: blocks human lysophospholipase 2, a PME1 counter-screen | 0.38% of 320,000 active | O95372 | recombinant LYPLA2, FP-Rh probe fluorescence polarization | AID 2177 | inhibition, % at 5.9 µM;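 active means inhibition above the screen-wide mean plus 3 SD, limit set per campaign, cut at about 26% in these data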;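 further: 0% = LYPLA2 with DMSO and 100% = wells lacking LYPLA2 enzyme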
Target sequence (O95372 whole entry, looked up): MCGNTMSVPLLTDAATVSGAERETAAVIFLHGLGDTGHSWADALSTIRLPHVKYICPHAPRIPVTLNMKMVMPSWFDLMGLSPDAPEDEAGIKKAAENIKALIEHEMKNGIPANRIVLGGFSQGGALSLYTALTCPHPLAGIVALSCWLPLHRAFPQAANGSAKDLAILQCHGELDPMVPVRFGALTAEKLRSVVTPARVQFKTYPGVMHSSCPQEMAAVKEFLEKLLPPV
EBNA-1 inhibitor: blocks EBNA-1 binding to DNA; 0.34% of 300,000 active; EBNA-1 DNA binding, fluorescence polarization; inhibition, % at 14.8 µM; in the data active means inhibition above about 28%
Starred values were filed as active, the others as inactive; . = not tested or not shown. This is a subset. The share of hits here may be higher or lower than overall.

| SMILES | PAFAH2 inh | PAD4 inh | ZTA counter | PREPL inh | LYPLA2 counter | PAFAH1B3 FP inh | EBNA-1 inhibitor | LYPLA1 inh | GSTO1 inh |
| --- | --- | --- | --- | --- | --- | --- | --- | --- | --- |
| CCOc1cccc(CNn2cnnc2)c1OCc1ccccc1 | 3 | 1 | -15 | 6 | 5 | -1 | -1 | 1 | 8 |
| COc1ccccc1CCC(=O)Nc1ccc(OC)c(S(=O)(=O)N2CCOCC2)c1 | 2 | -2 | -10 | 6 | 0 | 4 | . | 0 | . |
| CCOc1ccc(CCNC(=O)C2CCN(c3ccc(N4CCOCC4)nn3)CC2)cc1OCC | -5 | 3 | -7 | 13 | -4 | 4 | -9 | 3 | -4 |
| COc1cccc(CC(=O)OCC(=O)NC2(C#N)CCCC2)c1 | 3 | 3 | 1 | -2 | -8 | 6 | . | -3 | . |
| Cc1ccc(S(=O)(=O)N[C@@H](C)C(=O)OCC(=O)N2c3ccccc3NC(=O)C2(C)C)cc1 | -4 | -3 | -15 | 9 | -1 | 0 | . | -1 | . |
| O=C(COC(=O)CCNS(=O)(=O)c1ccc2c(c1)OCCO2)NC1CCCc2ccccc21 (configuration not stated) | -1 | 3 | -11 | 1 | -4 | 10 | 4 | -6 | 12 |
| O=C(CSc1nc(C(F)(F)F)cc(=O)[nH]1)Nc1cccc2ccccc12 | 11 | 0 | 6 | 1 | 2 | 1 | 16 | 3 | 1 |
| CCOCCCNC(=O)c1cn(C)c2ccc(S(=O)(=O)N3CCCC3)cc2c1=O | -5 | -2 | 2 | 2 | -4 | 5 | -5 | -4 | 4 |
| COC(=O)c1ccc(NC(=O)NC2CCCCC2)cc1 | 1 | -2 | 5 | -2 | -1 | 9 | 10 | -5 | 5 |
| COc1ccc(-n2c(C)cc(C(=O)COc3ccc(-n4cnnn4)cc3)c2C)cc1 | 7 | -9 | 12 | 14 | 0 | 8 | 8 | 2 | -10 |
| Cc1cccc(N(C)S(=O)(=O)c2nnc(NC(=O)c3ccco3)s2)c1 | 5 | 0 | 5 | -3 | 7 | 3 | 0 | 2 | -46 |
| Cc1ccccc1C(C(=O)NCc1ccco1)N(CC1CCCO1)C(=O)Cn1nnc2ccccc21 (configuration not stated) | -2 | -5 | 3 | -6 | -3 | -2 | -12 | 4 | -7 |
| COc1ccc(/C=C/C(=O)OCC(=O)Nc2cc3oc4ccccc4c3cc2OC)cc1 | . | -6 | -2 | 5 | -9 | . | -22 | 0 | 2 |
| CCC1(c2ccccc2)NC(=O)N(CC(=O)Nc2ccc(S(N)(=O)=O)cc2)C1=O (configuration not stated) | -11 | -1 | 2 | -21 | -10 | -4 | -3 | -7 | -4 |
| N#Cc1ccc(COC(=O)CSc2nnc(C3CCCCC3)n2N)cc1 | 2 | -4 | 7 | -1 | 11 | 6 | -3 | 2 | 4 |
| CCOc1ccc(C2C(C(=O)c3cccs3)=C(O)C(=O)N2CCCn2ccnc2)cc1 (configuration not stated) | . | 0 | -8 | 8 | -3 | . | 8 | -1 | -3 |
| CCN(CC)S(=O)(=O)c1cc(C(=O)OCC(=O)Nc2ccc(-c3nc4ccc(C)cc4s3)cc2)ccc1F | 5 | -3 | 4 | -1 | -4 | 5 | 19 | -2 | 6 |
| Nc1ccc2c(c1)COC2=O | 0 | 0 | -3 | -1 | 2 | -5 | -5 | -4 | 11 |
| O=C(OCC(=O)N1CCCCCC1)c1cccs1 | 19 | -8 | 9 | -1 | -6 | 0 | -14 | -3 | 12 |
| O=C(O)CC1(CC(=O)Nc2ccc(F)c(Cl)c2)CCCCC1 | . | -6 | -6 | 17 | -3 | . | -18 | -2 | -44 |
| C/C(=N\OCC(=O)Nc1ccc(Br)cc1)c1cccs1 | -1 | -6 | 11 | -16 | -3 | 6 | -7 | -1 | -3 |
| Cc1cccc(N(C(=O)c2snc(C(N)=O)c2N)C(C(=O)NCC2CCCO2)c2ccc(N(C)C)cc2)c1 (configuration not stated) | 5 | 1 | -4 | -4 | 3 | 6 | 7 | 1 | 6 |
| CCCCc1cc(=O)oc2cc(O)ccc12 | 0 | 24* | -13 | -7 | -3 | -2 | -10 | 2 | -2 |
| Cc1nc2sccn2c(=O)c1S(=O)(=O)Nc1ccc(N2CCOCC2)c(Cl)c1 | 7 | 2 | -2 | -4 | 0 | -3 | -12 | -2 | -5 |
| c1ccc(Cn2nnc(CNc3ccccc3)c2-c2c(CNc3ccccc3)nnn2Cc2ccccc2)cc1 | -4 | 1 | -13 | 6 | -3 | 5 | -3 | -1 | 15 |
| COc1ccc(C2c3[nH]c4ccccc4c3CCN2Cc2ccoc2)c(F)c1 (configuration not stated) | 8 | -2 | -18 | 9 | 1 | 6 | -4 | 0 | 3 |
| CC(=O)Nc1ccc(NC(=O)CSc2nccn2Cc2ccc(Cl)cc2)cc1 | 8 | -3 | -19 | 9 | 0 | 0 | 3 | -6 | -3 |
| COc1ccccc1NS(=O)(=O)c1ccc(OC)c(OC)c1 | 6 | 0 | 17 | -2 | 10 | 1 | 11 | 5 | -3 |
| Cc1ccc(C(=O)N(CC(=O)NC2CCCC2)Cc2cccs2)s1 | 5 | 6 | 16 | 6 | 4 | 4 | 6 | 0 | 2 |
| CCc1ccc(CN2CCC(n3nccc3NC(=O)c3ccccc3C)CC2)cc1 | -10 | -7 | -11 | 5 | -1 | 0 | -13 | -3 | -2 |
| Cc1cc2oc(C(=O)Nc3ccc(S(=O)(=O)Nc4nccs4)cc3)cc(=O)c2cc1Cl | 3 | -15 | 5 | -5 | -51 | -5 | 20 | -24 | -17 |
| Cc1cccc([C@@H]2[C@@H]3C(=O)N(Cc4ccccc4)C(=O)[C@@H]3[C@]3(CC(C)C)C(=O)N(c4cccc(F)c4)C(=O)N23)c1 | -5 | 0 | 0 | 3 | 2 | 9 | 10 | -2 | -4 |
| COC(=O)COc1ccc2c(-c3ccc(OC)cc3)cc(=O)oc2c1 | -1 | -2 | 12 | -8 | 6 | 5 | 0 | 3 | 1 |
| CS(=O)(=O)c1ccccc1-c1nnc(NC(=O)c2ccc(S(=O)(=O)N3CCCC3)cc2)o1 | 4 | 0 | 5 | 0 | 6 | 7 | -9 | 3 | 7 |
| Cc1cc(=O)n2nc(N3CCCC3C(=O)NCc3ccccn3)sc2n1 (configuration not stated) | -9 | 0 | 13 | 1 | -4 | 4 | 12 | -3 | -4 |
| COc1ccc2nc(C)cc(Nc3ccccc3O)c2c1 | 4 | 1 | 0 | 3 | 6 | 1 | -5 | 4 | -1 |
| O=C(COc1ccc(Br)cc1)Nc1ccncc1 | -4 | 1 | -2 | -7 | 9 | 0 | -2 | 1 | 6 |
| CC1(NC(=O)NCc2ccccc2)CCS(=O)(=O)C1 (configuration not stated) | -2 | 2 | -20 | 6 | 6 | 8 | 3 | -2 | 10 |
| NC(=O)C1CCN(C(=O)Nc2ccccc2)CC1 | 0 | -2 | -3 | -8 | 1 | -11 | 1 | -1 | 2 |
| O=C1N(Cc2ccc(F)cc2)CCN1c1ccc(F)cc1 | -2 | -6 | 5 | 10 | -3 | 4 | -9 | -1 | 4 |
| CCN(CC)c1ccc(/C=C(/C#N)C(=O)NCc2ccccc2)o1 | 12 | 3 | -4 | 13 | 0 | 0 | 0 | -1 | 9 |
| NC(=O)CC(NC(=O)Cc1ccc(Br)cc1)c1ccc(N2CCCCCCC2)c([N+](=O)[O-])c1 (configuration not stated) | 5 | 7 | 0 | 8 | -7 | 2 | 3 | -2 | -22 |
| COc1cccc(N2C(=O)C(CC(=O)Nc3ccc(F)cc3)N(C3CCCCC3)C2=O)c1 (configuration not stated) | -8 | 0 | 5 | -6 | 3 | 5 | 4 | -1 | 1 |
| CCOc1ccc2oc(C(=O)OCC(=O)NC3CCCC3)c(C)c2c1 | 55* | 3 | -13 | -2 | -1 | 1 | . | -4 | . |
| COc1ccc(C(=O)Nc2ccc(-c3cn4ccsc4n3)cc2)cc1S(=O)(=O)N1CCOCC1 | 9 | 2 | 12 | -2 | -8 | 14 | 2 | -2 | -4 |
| COc1ccccc1CCNC(=O)CSc1nc(-c2ccco2)cc(C(F)(F)F)n1 | -1 | -14 | -10 | -6 | -6 | -5 | -9 | -1 | 4 |
| COc1ccccc1C(=O)N/C(=C\c1cn(C)c2ccccc12)C(=O)N1CCOCC1 | 2 | -1 | 9 | -5 | 0 | -1 | 11 | 0 | -2 |
| CCOC(=O)C1(P(=O)(c2ccc(Cl)cc2)c2ccc(Cl)cc2)CCC1 | 3 | -4 | 4 | 6 | -1 | 0 | -8 | 0 | -3 |
| S=c1[nH]nc(COc2ccccc2)n1/N=C/c1ccc(Br)s1 | 6 | -1 | -18 | -5 | 8 | 8 | 9 | -1 | -2 |
| Cc1ccc(OCc2nc(-c3ccc(-n4cccc4)cc3)no2)cc1C | 4 | -4 | 1 | -2 | -3 | 4 | 7 | -1 | -3 |
| O=C(CCCCC(=O)NC1CCCC1)NC1CCCC1 | -1 | 3 | 12 | -5 | 10 | 2 | 6 | 3 | -1 |
| CC12CCC(C(=O)NCc3ccco3)(OC1=O)C2(C)C (configuration not stated) | 4 | -2 | 6 | -4 | 10 | 6 | 2 | 1 | 0 |
| Cc1cc(C)c(-n2[nH]nnc2=S)c(C)c1 | -1 | 3 | 5 | -4 | -2 | -2 | -5 | -1 | 8 |
| CCOc1ccc(C(=O)Nc2ccccc2CC)cc1[N+](=O)[O-] | -1 | -2 | -1 | -4 | 1 | 7 | 3 | -3 | 4 |
| CCN(CC(=O)Nc1c(F)cccc1F)C(=O)c1ccccc1F | -2 | -2 | -3 | -3 | -6 | 1 | 9 | -1 | -1 |
| COc1ccc(C(=O)NNC(=O)c2ccc(C(C)(C)C)cc2)cc1 | 3 | -4 | -2 | -15 | -9 | 3 | -2 | -2 | 11 |

Next part
| SMILES | PAFAH2 inh | PAD4 inh | ZTA counter | PREPL inh | LYPLA2 counter | PAFAH1B3 FP inh | EBNA-1 inhibitor | LYPLA1 inh | GSTO1 inh |
| --- | --- | --- | --- | --- | --- | --- | --- | --- | --- |
| O=C(O)c1cccc(S(=O)(=O)NCc2cccs2)c1 | -2 | 5 | 1 | 4 | 2 | 4 | -1 | 5 | -3 |
| c1ccc(COn2c(-c3ccccc3)nc3c2CCc2nonc2-3)cc1 | 1 | -5 | 5 | -6 | 3 | -3 | 4 | 1 | -5 |
| Cc1ccc2nc(-c3ccc(O)cc3)oc2c1 | -1 | -7 | 7 | -4 | -3 | 3 | 9 | -3 | -1 |
| N#Cc1nc(-c2cccc3ccccc23)oc1NCCN1CCOCC1 | -4 | 0 | -5 | 21 | 3 | 1 | 2 | 5 | -3 |
| O=C(NC1CC1)c1ccc(-c2nc3ccccc3s2)s1 | 4 | 4 | 3 | -8 | -7 | -4 | 9 | -2 | -10 |
| Cc1ccc(N2C(=O)C3CCCN3C2=S)c(C)c1 (configuration not stated) | -2 | 0 | 0 | 18 | -1 | 8 | . | -2 | . |
| CCCN1C(=O)/C(=C\c2ccncc2)SC1=Nc1ccccc1 | 5 | 7 | -17 | 9 | 3 | 8 | 7 | 2 | 8 |
| CCCn1c(SCC(=O)Nc2ccc(OCC)cc2)nnc1C(C)C | 1 | -3 | 0 | 3 | 12 | 10 | -11 | 7 | 4 |
| O=C(Cc1ccccc1)NCCc1cn2ccsc2n1 | 4 | -6 | -11 | -1 | 4 | 3 | -9 | 2 | 6 |
| O=C(CN(C(=O)Cn1nnc(-c2ccc(F)cc2)n1)c1ccc(F)cc1)NC1CCCC1 | 12 | 5 | -4 | 8 | -1 | 5 | -7 | 2 | 3 |
| O=C1C=C(c2cc(C(F)(F)F)cc(C(F)(F)F)c2)C[C@@H](c2ccc(Cl)cc2)C1 | 1 | -5 | -12 | 19 | 4 | 7 | . | 2 | . |

Taken from above:
O=C(NC1CC1)c1ccc(-c2nc3ccccc3s2)s1 @ ZTA counter: 3
Cc1ccc(N2C(=O)C3CCCN3C2=S)c(C)c1 (configuration not stated) @ LYPLA2 counter: -1
